IL1B NFkB pot: enhances IL-1B driven NFkB nuclear translocation; HUVEC IL-1B NFkB p65 nuclear translocation imaging; activation, % at 2 µM; actives 0.3% (n = 94,000); AID 819;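 active means activation above 40%, about the mean plus 3 SD, also judged a hit on visual image review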;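 further: percent activation is computed from the nuclear over cytoplasmic p65 intensity ratio; values of inactives mirror those of a sister screen read the other way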
PLAP inhibitors HTS: PLAP enzyme inhibitors, biochemical, luminescence, HTS (AID 690). purified PLAP, luminescent substrate; higher % means a stronger effect. actives 0.08% (n = 96,000). inhibition, % at 20 µM; hits with a dose series show IC50 in µM; in the data active means a potency from the dose series; inactive means the rest, 99 in 100 with inhibition below about 30%; further: strong numbers were not always called active
IL1B NFkB inh: blocks IL-1B driven NFkB nuclear translocation in HUVEC cells; inhibition, % at 2 µM; HUVEC IL-1B NFkB p65 nuclear translocation imaging; actives 0.43% (n = 94,000); AID 796;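 active means inhibition above about 30% together with a positive call from visual inspection of the well image, limit read from the data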;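 further: nuclear over cytoplasmic p65 intensity ratio measured by imaging; 0% = IL-1B stimulated DMSO wells and 100% = unstimulated DMSO wells; values of inactives mirror those of a sister screen read the other way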
Bcl-B displacement: displacers of TR3 peptide from Bcl-B, primary screen, selectivity assay for Bfl-1 inhibitor project, biochemical, fluorescence polarization. FP displacement of FITC-TR3 peptide from Bcl-B; higher % means a stronger effect. one-dose displacement, % at 20 µM; IC50 in µM for titrated hits. actives 0.11% (n = 96,000). AID 748;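 active means displacement above 50% at 20 µM plus a fluorescence interference ratio under 1.5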;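 further: plate controls were wells without compound for no effect and wells lacking Bcl-B protein for full effect; a part of the inactive calls stands beside numbers as strong as those of hits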
MRP reversal: reverses drug resistance mediated by MRP; H69AR cells + 2 uM doxorubicin, CellTiter-Glo, 72 h; differential viability (reversal), % at 10 µM; actives 0.04% (n = 85,000);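 active means viability drop by adding the cancer drug above about 55%, with treated viability meeting a 40% cutoff, limit read from the data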;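 further: viability without doxorubicin minus viability with 2 µM doxorubicin for each compound; larger differential means the compound sensitizes cells more to doxorubicin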
MRP reversal cytotoxicity: further read-out of MRP reversal, marked with its call; viability, %; H69AR cells, CellTiter-Glo, 72 h; measured here: cytotoxicity without doxorubicin
MRP reversal with doxorubicin: second read-out of MRP reversal, no call of its own (marks repeat the call); viability, %; measured here: viability with 2 uM doxorubicin; active compounds read low
IL1B NFkB inh cell count 2 µM: second read-out of IL1B NFkB inh, no call of its own (marks repeat the call); cell count; measured here: cells passing quality filter;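 raw number of nuclei counted in each imaged well without normalization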
IL1B NFkB pot cell count 2 µM: recorded beside IL1B NFkB pot, whose call it bears; cell count; measured here: cells passing quality filter
The depositor's hits bear a star; nt = no result given.

structure,Bcl-B displacement,MRP reversal with doxorubicin,MRP reversal cytotoxicity,MRP reversal,IL1B NFkB pot,IL1B NFkB inh,IL1B NFkB pot cell count 2 µM,IL1B NFkB inh cell count 2 µM,PLAP inhibitors HTS
CCCn1nc2cc(C(=O)NCc3ccccc3OC)ccc2c1OCC,1%,nt,nt,nt,2,-2,119,119,1%
CCC1CCc2c(sc3ncnc(N4CCOCC4)c23)C1 (configuration not stated),4%,100,82,-19,-2,2,140,140,-53%
C/C(=N/O)c1cc(C(C)(C)C)c(O)c(C(C)(C)C)c1,5%,87,87,0,4,-4,149,149,0%
CN(C)S(=O)(=O)CC12CCC(CC1=O)C2(C)C (configuration not stated),-3%,83,100,17,13,-13,109,109,-55%
Cc1cc(C(=O)Nc2cccnc2Cl)on1,2%,109,100,-9,23,-23,123,123,-7%
Cc1cc(=O)n(CC(C)C)c(O)c1C#N,-3%,93,95,2,-7,7,145,145,-11%
O=C(Cn1cc2c(n1)CCCC2)Nc1cc(-c2cccc(Cl)c2)no1,-6%,88,90,1,nt,nt,nt,nt,-59%
CCOc1ccc(OCC)c(NC(=O)c2[nH]c(C)c(C(C)=O)c2C)c1,8%,98,100,2,27,-27,127,127,-11%
Cn1c(=O)c2c(n3cnnc13)-c1ccccc1CC21CCCC1,nt,104,85,-19,5,-5,111,111,nt
Cc1ccc(C(OC(=O)c2ccco2)C(=O)NCc2cccs2)cc1 (configuration not stated),-15%,85,93,8,29,-29,80,80,14%
Cc1ccc(S(=O)(=O)N2CCCC(NC(=O)N3CCN(c4ccccc4)CC3)C2)cc1 (configuration not stated),-6%,93,105,12,9,-9,144,144,2%
CCCCC(C(=O)NC(=O)NCc1ccccc1)N1C(=O)c2ccccc2C1=O (configuration not stated),-6%,95,108,13,8,-8,179,179,-2%
CC(C)(C)n1nnnc1CN1CCSCC1,2%,84,93,9,10,-10,156,156,-12%
Cc1ccc(OCc2ccc(C(=O)Nc3nc4ccccc4n3Cc3ccccc3)o2)c([N+](=O)[O-])c1,-15%,nt,nt,nt,7,-7,143,143,-10%
O=C(Nc1ccc(O)cc1)c1cc(S(=O)(=O)N2CCCC2)ccc1Cl,-8%,78,97,19,2,-2,106,106,4%

Arranged by heavy-atom count (largest number first): part of the list above
structure,Bcl-B displacement,MRP reversal with doxorubicin,MRP reversal cytotoxicity,MRP reversal,IL1B NFkB pot,IL1B NFkB inh,IL1B NFkB pot cell count 2 µM,IL1B NFkB inh cell count 2 µM,PLAP inhibitors HTS
Cc1ccc(OCc2ccc(C(=O)Nc3nc4ccccc4n3Cc3ccccc3)o2)c([N+](=O)[O-])c1,-15%,nt,nt,nt,7,-7,143,143,-10%
Cc1ccc(S(=O)(=O)N2CCCC(NC(=O)N3CCN(c4ccccc4)CC3)C2)cc1 (configuration not stated),-6%,93,105,12,9,-9,144,144,2%
CCCCC(C(=O)NC(=O)NCc1ccccc1)N1C(=O)c2ccccc2C1=O (configuration not stated),-6%,95,108,13,8,-8,179,179,-2%
CCCn1nc2cc(C(=O)NCc3ccccc3OC)ccc2c1OCC,1%,nt,nt,nt,2,-2,119,119,1%
Cc1ccc(C(OC(=O)c2ccco2)C(=O)NCc2cccs2)cc1 (configuration not stated),-15%,85,93,8,29,-29,80,80,14%
Cn1c(=O)c2c(n3cnnc13)-c1ccccc1CC21CCCC1,nt,104,85,-19,5,-5,111,111,nt
CCC1CCc2c(sc3ncnc(N4CCOCC4)c23)C1 (configuration not stated),4%,100,82,-19,-2,2,140,140,-53%
C/C(=N/O)c1cc(C(C)(C)C)c(O)c(C(C)(C)C)c1,5%,87,87,0,4,-4,149,149,0%
CN(C)S(=O)(=O)CC12CCC(CC1=O)C2(C)C (configuration not stated),-3%,83,100,17,13,-13,109,109,-55%
Cc1cc(C(=O)Nc2cccnc2Cl)on1,2%,109,100,-9,23,-23,123,123,-7%
Cc1cc(=O)n(CC(C)C)c(O)c1C#N,-3%,93,95,2,-7,7,145,145,-11%

(continued)
structure,Bcl-B displacement,MRP reversal with doxorubicin,MRP reversal cytotoxicity,MRP reversal,IL1B NFkB pot,IL1B NFkB inh,IL1B NFkB pot cell count 2 µM,IL1B NFkB inh cell count 2 µM,PLAP inhibitors HTS
C=CCSc1nnc2c(n1)OC=Nc1ccc(Br)cc1-2,15%,nt,nt,nt,-6,6,145,145,-17%
N#Cc1nc(COc2cccc(Cl)c2)oc1NCc1ccco1,15%,81,96,15,32,-32,189,189,0%
CC(C)c1ccc(NC(=O)C2CC(=O)N=C(N)S2)cc1 (configuration not stated),-6%,83,95,12,1,-1,140,140,-50%
O=C(COC(=O)c1cccnc1Cl)c1ccc(Cl)cc1Cl,-4%,89,88,-1,-11,11,105,105,-3%
CCOc1ccc(C2C=C(c3ccc(F)cc3)Nc3ncnn32)cc1 (configuration not stated),35%,88,94,6,16,-16,142,142,-39%
NC(=O)C1CCN(C2OC(=O)c3ccccc32)CC1 (configuration not stated),2%,95,92,-3,18,-18,117,117,0%
COCc1nnc(NC(=O)c2sc3ccccc3c2Cl)s1,-7%,90,92,2,7,-7,157,157,-26%
CCOc1ccccc1NC(=O)NC1(C(=O)N2CCN3CCCC3C2)CCCCC1 (configuration not stated),-4%,94,94,0,36,-36,122,122,-106%
CN(c1ccccc1C(=O)Nc1cccc(C(F)(F)F)c1)S(C)(=O)=O,-12%,90,98,8,13,-13,146,146,1%
COc1ccccc1N1CCN(C(=O)C2C3C=CC4(CN(Cc5ccccc5Cl)C(=O)C24)O3)CC1 (configuration not stated),13%,nt,nt,nt,8,-8,97,97,-42%
CC(=O)c1ccc(NS(=O)(=O)c2cccc(C)c2)cc1,-5%,97,103,7,1,-1,124,124,9%
CC(=O)N1CCN(c2ccc(NC(=O)c3ccc(C(C)(C)C)cc3)cc2)CC1,1%,58,34,-24,-1,1,163,163,-58%
Cc1ccc(S(=O)(=O)NC(C)C(c2cccs2)N2CCN(c3ccccc3)CC2)cc1 (configuration not stated),-1%,76,92,15,-20,20,53,53,-13%
O=C(CCCCCN1C(=O)c2ccccc2C1=O)NCc1ccccn1,0%,86,86,0,-16,16,128,128,1%
Cc1ccc(C=NCc2ccncc2)c(O)c1,13%,73,93,20,nt,nt,nt,nt,-26%

Next section, starting with the last 2 of the part before.
structure,Bcl-B displacement,MRP reversal with doxorubicin,MRP reversal cytotoxicity,MRP reversal,IL1B NFkB pot,IL1B NFkB inh,IL1B NFkB pot cell count 2 µM,IL1B NFkB inh cell count 2 µM,PLAP inhibitors HTS
O=C(CCCCCN1C(=O)c2ccccc2C1=O)NCc1ccccn1,0%,86,86,0,-16,16,128,128,1%
Cc1ccc(C=NCc2ccncc2)c(O)c1,13%,73,93,20,nt,nt,nt,nt,-26%
Cc1ccc(S(=O)(=O)NNC(=O)CCC(=O)Nc2ccccc2)cc1,-12%,nt,nt,nt,0,0,127,127,-14%
O=C(/C=C/c1ccccc1)NCCSCc1ccccc1Cl,14%,nt,nt,nt,10,-10,130,130,20%
Cc1nc(SCC(C)C)[nH]c(=O)c1Cc1ccccc1,2%,87,92,6,nt,nt,nt,nt,6%
COC(=O)COc1ccc(S(=O)(=O)N2CCOCC2)cc1,0%,95,89,-6,nt,nt,nt,nt,-6%
COc1ccc(NS(=O)(=O)c2ccc(O)c(C(=O)OCC(=O)N3CC(C)OC(C)C3)c2)cc1 (configuration not stated),2%,111,108,-3,-5,6,169,169,-22%
CCN1CCN(CCC(=O)Nc2cccc(OC)c2)CC1,-2%,91,100,9,-6,6,173,173,-7%
CSc1cccc(NC(=O)CSc2ccccc2)c1,-5%,89,97,8,11,-11,123,123,16%
COc1cccc(C(=O)NC2CCN(CC(=O)NCc3ccccc3OC)CC2)c1,-14%,91,93,2,-1,1,202,202,-43%
C=C(C)COc1ccc(-c2n[nH]c(C)c2-c2ccccc2)c(O)c1,-16%,106,96,-10,-1,1,127,127,-28%
CCOC(=O)c1cnc(SCC(=O)Nc2nnc(CC)s2)nc1N,-14%,88,86,-2,10,-10,108,108,20%
O=[N+]([O-])/C(C(Cl)=C(Cl)Cl)=C(\Nc1ccc(F)cc1)n1cncn1,3%,64,72,8,8,-8,182,182,-8%
CCc1cc(=O)oc2cc(OCc3nn[nH]n3)ccc12,13%,84,108,24,12,-12,159,159,3%
O=C(CC(NS(=O)(=O)c1ccc(Cl)cc1)c1ccco1)NCc1ccco1 (configuration not stated),3%,71,78,7,-7,7,132,132,6%
O=C(NCCCN1CCCCC1)c1ccc2c(=O)n(CCc3ccccc3)c(=O)[nH]c2c1,-12%,75,76,1,0,0,109,109,-14%
Cc1onc(-c2ccccc2Cl)c1C(=O)N1CCN(c2ccccc2)CC1,2%,79,20,-60,16,-16,140,140,-37%
CC(=O)Nc1cc(-c2nn(C)c(=O)c3ccccc23)ccc1N1CCCCC1,2%,79,88,9,-10,10,51,51,-9%
O=C(CC1(O)C(=O)N(Cc2cccc3ccccc23)c2ccccc21)c1cccnc1 (configuration not stated),1%,38,20,-19,-4,4,91,91,6%
O=C(Nc1ccccc1)N1CC=C(c2ccc(F)cc2)CC1,-4%,72,75,3,3,-3,68,68,22%
COc1cc(NC(=O)CN(C)S(=O)(=O)c2ccc3c(c2)CCC(=O)N3)cc(OC)c1,-3%,86,82,-3,13,-13,191,191,-46%
COc1ccc(N2CCN(C(=O)c3cc4c(-c5ccc(Cl)cc5)nn(C)c4s3)CC2)cc1,10%,83,80,-3,-4,4,204,204,-49%
Cc1ccc(-c2nnc(SCC(=O)Nc3nccs3)n2N)cc1,nt,88,96,7,11,-11,139,139,nt
O=C(O)C1CCCN1C(=O)OCc1ccccc1 (configuration not stated),0%,99,95,-4,12,-12,106,106,3%
O=C(OCn1nnc2ccccc2c1=O)c1cccnc1,-7%,100,94,-5,12,-12,166,166,-5%
CCn1c(SCC(=O)O)nc2sc3c(c2c1=O)CCC3,8.5µM*,90,93,3,2,-2,50,50,9%
Cc1c(NC(=O)C2(C)CCCCC2)c(=O)n(-c2ccccc2)n1C,-3%,97,97,0,nt,nt,nt,nt,16%
O=C(NC(c1ccccc1)c1ccccc1)N1CCN(CCO)CC1,-12%,93,104,12,nt,nt,nt,nt,7%
CC1CCC(C(C)C)C(OCC(O)CN2CCOCC2)C1 (configuration not stated),2%,80,86,6,6,-6,101,101,-15%
COC(=O)C1=C(C)Nc2ncnn2C1c1ccc(OCc2ccccc2)cc1 (configuration not stated),-6%,88,89,1,nt,nt,nt,nt,13%
COc1ccc(-n2nc3c(c2NC(=O)C2CCCC2)CS(=O)C3)cc1 (configuration not stated),-6%,88,83,-5,4,-4,53,53,24%
CC(NC(=O)c1cc(-c2ccc(Br)cc2)on1)c1ccccc1 (configuration not stated),-8%,30,22,-8,-2,2,90,90,11%
CC1CCCN(C(=O)CSc2nnc(-c3cccnc3)n2C2CCCCC2)C1 (configuration not stated),2%,79,70,-9,-7,7,175,175,-30%
Cn1c(SCC(=O)Nc2ccc3c(c2)oc2ccccc23)nnc1-c1ccccc1,-15%,83,75,-8,-4,4,142,142,12%
NC(=O)c1ccccc1NC(=O)CCN1C(=O)c2ccccc2C1=O,5%,99,101,2,7,-7,113,113,4%
Fc1ccc2[nH]c3c(N4CCN(Cc5ccc6c(c5)OCO6)CC4)ncnc3c2c1,8%,30,44,14,-1,1,47,47,-72%
COc1ccc(NC(=O)CN2CCCC(C)C2)c([N+](=O)[O-])c1 (configuration not stated),0%,nt,nt,nt,23,-22,124,124,-7%
CCOCCCNC(=O)C1CCN(S(=O)(=O)N2CCCCC2)CC1,-5%,92,87,-5,11,-11,119,119,-10%

Bioassay records: PubChem BioAssay, several laboratories

These rows are one share of the data. The share of hits here may be higher or lower than overall.
